CASP6 VEID inh: blocks human caspase-6 cleavage activity | purified caspase-6, Z-VEID-R110 cleavage fluorescence | inhibition, % at 12.5 µM | 350,000 tested, 0.53% active;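 active = mean inhibition across replicates at least about 35%, with every replicate also reaching that limit, limit read from the data; inconclusive = only one of the two criteria met; inactive = neither criterion met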;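 note: 0% = median of neutral control wells and 100% = no fluorescence left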
Target sequence (P55212 24-179 limits assumed): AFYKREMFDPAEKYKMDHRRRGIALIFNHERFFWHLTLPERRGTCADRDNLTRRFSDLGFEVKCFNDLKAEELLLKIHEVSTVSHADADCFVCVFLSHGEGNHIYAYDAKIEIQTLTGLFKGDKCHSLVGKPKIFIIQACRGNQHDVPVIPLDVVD
Target sequence (P55212 194-293 limits assumed): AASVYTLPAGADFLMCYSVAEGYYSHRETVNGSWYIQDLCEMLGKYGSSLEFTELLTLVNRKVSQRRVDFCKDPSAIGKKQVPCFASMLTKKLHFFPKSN
ERp5 inh: blocks human ERp5 reductase activity on insulin; 350,000 tested, 0.05% active; Q15084; ERp5 insulin aggregation, absorbance 650 nm, 90 min; inhibition, % at 9.99 µM;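 active = mean replicate inhibition above about 25%, with every replicate also reaching it, limit read from the data, passing the limit was not always enough; inconclusive = only one of those two criteria met; inactive = neither criterion met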
Target sequence (Q15084 whole entry, looked up): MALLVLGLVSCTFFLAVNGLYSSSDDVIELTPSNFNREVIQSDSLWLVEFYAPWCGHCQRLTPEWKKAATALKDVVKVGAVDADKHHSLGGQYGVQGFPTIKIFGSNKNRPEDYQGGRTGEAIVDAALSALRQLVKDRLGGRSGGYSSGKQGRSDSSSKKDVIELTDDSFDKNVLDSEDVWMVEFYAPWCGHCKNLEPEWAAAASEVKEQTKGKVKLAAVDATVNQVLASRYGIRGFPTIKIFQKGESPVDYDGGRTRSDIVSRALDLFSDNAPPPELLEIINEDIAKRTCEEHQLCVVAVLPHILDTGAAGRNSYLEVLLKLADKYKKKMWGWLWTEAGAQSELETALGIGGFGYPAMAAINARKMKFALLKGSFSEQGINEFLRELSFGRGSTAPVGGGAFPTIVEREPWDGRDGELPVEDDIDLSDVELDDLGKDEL
ERAP1 HTS inh: blocks human ERAP1 aminopeptidase activity. AID 652197. recombinant ERAP1, Leu-AMC fluorescence, 60 min. inhibition, % at 10.7 µM. Q9NZ08. 340,000 tested, 0.15% active;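 active = mean replicate inhibition of at least 30%, or all replicates individually reaching that 30% level; inactive = mean below 30% and not every replicate reaching it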;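 note: 0% = neutral control wells and 100% = L-leucinethiol positive control wells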
DENV2 CPE: inhibitors of DENV2 cytopathic effect; 350,000 tested, 1.7% active; CPE inhibition, % at 9.99 µM; AID 651640; DENV2-infected cells, cytopathic effect rescue, plate reader; in the data active = CPE inhibition above about 20%, passing the limit was not always enough; inconclusive = no clear call, values can overlap the other calls; tested in BHK-21 cells;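 note: 0% = median of neutral control wells and 100% = median of positive control wells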
SIRT5 block: blocks human SIRT5 desuccinylation of peptide | Q9NXA8 | Purified SirT5, succinyl-peptide AMC, trypsin-coupled fluorescence | inhibition, % at 15 µM | 330,000 tested, 1.1% active | AID 652115; in the data active = inhibition above about 15%; inconclusive = no clear call, values can overlap the other calls
Target sequence (Q9NXA8 whole entry, looked up): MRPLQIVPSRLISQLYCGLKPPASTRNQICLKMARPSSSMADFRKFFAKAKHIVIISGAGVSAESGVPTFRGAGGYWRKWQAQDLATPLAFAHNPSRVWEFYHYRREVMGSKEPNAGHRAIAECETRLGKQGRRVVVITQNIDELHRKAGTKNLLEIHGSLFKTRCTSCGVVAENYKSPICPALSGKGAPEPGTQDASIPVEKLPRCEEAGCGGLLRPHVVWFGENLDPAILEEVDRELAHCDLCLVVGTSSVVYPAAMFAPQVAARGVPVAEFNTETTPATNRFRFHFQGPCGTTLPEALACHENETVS
miR122 inh: inhibitors of miR-122 in Huh7 cells. 340,000 tested, 0.3% active. Huh7 miR-122 Renilla luciferase sensor, 48 h; neutral wells = 0, positive control = 100. activation (reporter increase), % at 12.5 µM. AID 602342;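 active = mean replicate activation score at least 90 and every replicate individually at or above 90; inconclusive = only one of the two criteria met; inactive = neither criterion met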;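 note: higher luciferase means less miR-122 activity so hits act as miR-122 inhibitors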
F508del corr: CFTR F508del correction in bronchial cells; activity (quench increase), % at 7.58 µM; 350,000 tested, 0.36% active; AID 720511; CFBE cells, YFP halide quenching; stimulated with forskolin plus potentiator P3; % fluorescence drop versus neutral controls;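 active = mean added fluorescence quench of at least 8% versus neutral control, with both replicates also reaching 8%; inconclusive = only one of the mean or replicate conditions met; inactive = mean below 8% and not both replicates reaching 8%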;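 note: cells transiently co-express mutant CFTR-F508del with the halide-sensitive YFP; corrector assay measuring rescue of mutant channel to the surface after 24 h compound exposure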
The depositor's hits bear a star; ? = inconclusive; . = not tested or not shown; & = joins results of further samples; [ ] = another dose, or the depositor's remark. The order is random; about 4% have a hit in one of these screens.

Results follow in this order: CASP6 VEID inh, ERp5 inh, ERAP1 HTS inh, DENV2 CPE, SIRT5 block, miR122 inh, F508del corr
CC(C)NC(=O)Nc1ccc2c(c1)C(=O)N([C@@H](C)CO)C[C@@H](C)[C@@H](CN(C)Cc1ccc(Cl)c(Cl)c1)OCCCC[C@@H](C)O2
  2, 1, 4, ?, 8, -2[16.7 µM], 1.6
COc1cc(NC(=O)Cn2cnc3c(nc4n3CCCCC4)c2=O)cc(OC)c1OC
  3, -3, -1, -2, -5, -1, 1.3
C[C@@H]1CN([C@@H](C)CO)C(=O)c2cc(NC(=O)Cn3cnnn3)ccc2O[C@H]1CN(C)S(=O)(=O)c1ccc(F)cc1
  1, 5, 3, -1, -6, 4[16.7 µM], 0.2
CCOC(=O)N1CCN(C2CCCN(C(=O)c3ccccc3C(F)(F)F)C2)CC1 (stereo not given)
  -1, -17, -6, 2, -3, -4, -0.5
COc1ccccc1N(C(=O)c1snc(C(N)=O)c1N)C(C(=O)NC1CCCC1)c1ccc(N(C)C)cc1 (stereo not given)
  ., 4, 2, -3, 0, ., -1.9
CN(Cc1ccc(Cl)cc1)C(=O)COC(=O)CSc1ccc([N+](=O)[O-])cc1
  -1, 7, 1, 8, 4, -5, 1.1
CO[C@H](CN(C)Cc1cc(F)ccc1F)[C@@H](C)CN(C(=O)Nc1ccc(F)cc1)[C@H](C)CO
  1, 0, 0, 2, ., ., 1.5
CCN(CC(=O)Nc1ccc(NC(C)=O)cc1)C(=O)c1ccccc1CCc1ccccc1
  2, 4, -5, 5, -3, 1, 2.5
C/C=C/c1cccc(-c2nc(C(=O)N(C)C)cc3c2[C@@H](CCO)N([S@](=O)C(C)(C)C)C3)c1
  2, 6, -1, 0, 0, ., -2.2
O=C(COc1ccccc1C(=O)O)Nc1nc2ccc([N+](=O)[O-])cc2s1
  4, 0, 0, 3, -2, -5, 0.4
COc1ccc(S(=O)(=O)Nc2ccc3c(c2)C(=O)N([C@@H](C)CO)C[C@H](C)[C@H](CN(C)S(=O)(=O)c2ccc(F)cc2)OCCCC[C@@H](C)O3)cc1
  -4, 22, -1, -1, 11, 2[16.7 µM], -1.0
COc1cc(CC(=O)Nc2ccc(S(=O)(=O)NC3=NCCCCC3)cc2)cc(OC)c1OC
  6, -2, -3, -2, ., -2, -1.2
Oc1[nH]c2ccccc2c1C=Nc1ccccc1
  -2, -1, -5, 12, -5, 6, 4.4
O=C(Cc1ccccn1)N[C@H]1CC[C@@H](CC(=O)N2CCCCC2)O[C@@H]1CO
  -2, -5, -1, -2, -2, ., -2.0
Cc1ccc(CN2CCN(Cc3cn(C)nc3C)CC2CCO)o1 (stereo not given)
  -2, 2, -1, -3, 0, ., -1.3
CC(C)NC(=O)Nc1ccc2c(c1)C(=O)N([C@H](C)CO)C[C@@H](C)[C@@H](CN(C)Cc1ccc(C(F)(F)F)cc1)OCCCC[C@H](C)O2
  2, -5, 2, 1, 3, -9[16.7 µM], -1.8
Cc1ccc2c(c1)C(=O)C(=O)N2Cc1ccc(Br)cc1
  9, 1, 0, ., ., -1, 0.9
CCc1ccc(NC(=O)CCn2nc(C)c(S(=O)(=O)N3CCCCC3)c2C)cc1
  -1, -9, -2, 13, -2, 11, 0.2
Cc1cccn2c(=O)c3cc(C(=O)NCC4CCCO4)c(=N)n(CCc4ccccc4)c3nc12 (stereo not given)
  1, 2, -47, 14, -91, -3, -0.8
CC(CC(=O)N1CCN(C(=O)c2ccccc2)CC1)c1ccccc1 (stereo not given)
  0, 2, -3, 5, -2, 4, -1.7
NCc1csc(NC(=O)Nc2cccc(C(F)(F)F)c2)n1
  3, 2, -2, 1, ., -1, 2.7
CCCCn1c(N)c(N(CC(C)C)C(=O)c2ccc(-n3c(C)ccc3C)cc2)c(=O)[nH]c1=O
  4, 4, 2, -1, 0, 2, 1.3
C[C@@H]1CN([C@H](C)CO)C(=O)c2cc(NC(=O)Nc3ccc(F)cc3)ccc2O[C@@H](C)CCCCO[C@H]1CN(C)S(=O)(=O)c1ccccc1
  -1, 0, 2, 2, 3, -8[16.7 µM], 2.2
Cc1ccc(C(=O)NCC(=O)NC2CCC(C)CC2)s1 (stereo not given)
  0, 2, 0, 3, -3, ., 2.5
Cc1cccc(OCC(=O)Nc2nnc(S(=O)(=O)N3CCCCC3)s2)c1
  0, 6, 1, 7, 2, -5, -2.1
O=C(O)c1ccc(Cl)c(S(=O)(=O)NC(Cc2ccccc2)C(=O)O)c1 (stereo not given)
  0, 0, 1, -4, 0, 2, -0.1
C[C@@H]1CN([C@@H](C)CO)C(=O)c2cc(NC(=O)Nc3ccccc3)ccc2O[C@H]1CN(C)Cc1ccc(C(F)(F)F)cc1
  3, 1, -5, 21*, 3, 1[16.7 µM], -1.4
CCCCN(C(=O)/C=C/c1ccco1)c1c(N)n(CCC)c(=O)[nH]c1=O
  0, 3, 0, 7, 4, -8, 1.2
O=C(C[C@H]1C[C@H]2c3cc(NC(=O)C4CCC4)ccc3O[C@H]2[C@@H](CO)O1)NCC1CC1
  0, 1, -2, -1, -2, -3[16.7 µM], 0.3
Cn1c(Oc2ccncc2)nc2cc(-c3ccsc3)sc2c1=O
  7, -11, 3, -2, 1, -6, -1.6
CCCNc1ncnc2onc(C)c12
  16, 1, 1, 0, -2, ., 0.3
CCOC(=O)CCS(=O)(=O)c1ccc(-c2ccc(S(=O)(=O)CCC(=O)OCC)cc2)cc1
  2, 4, 7, 11, 0, -7, 1.4
CCc1ccc(N2CC(C(=O)N(CC)CC(=O)Nc3c(F)cccc3F)CC2=O)cc1 (stereo not given)
  -213, 6, -7, 9, -2, -3, .
COc1ccccc1/C=N/NC(=O)CC(=O)NCc1ccccc1
  3, -5, -2, 1, 1, -2, 0.4
C=CCn1c(SC)nccc1=O
  3, 6, -2, -1, ., ., -2.4
COc1ccc(C(=O)Nc2nc3ccc(S(C)(=O)=O)cc3s2)cc1OC
  -4, -4, -4, 3, 3, ., 3.6
CC(C)c1cn([C@H]2C[C@@H]3O[C@H](CO)CC[C@@H]3O[C@@H]2CCc2ccc(C#CC3CCCCC3)cc2)nn1
  1, 12, 0, 2, -4, ., 3.6
Cc1cccc(NS(=O)(=O)c2cccc(C(=O)NCC3(N4CCCCC4)CCCCC3)c2)c1
  2, -1, -26, -6, 1, 34, 2.2
O=c1[nH][nH]c(=O)c2nc(Nc3ccccc3)ncc12
  -1, -3, 0, -9, -2, ., 1.1
CCC(=O)Nc1ccc2c(c1)C(=O)N(C)[C@H]1CC[C@H](CC(=O)N[C@@H](C)c3ccccc3)O[C@H]1CO2
  -2, -1, 3, -9, 4, 6[16.7 µM], -2.1
Cc1ccc(F)cc1NC(=O)CN1C(=O)NC(C)(c2ccc3c(c2)OCCO3)C1=O (stereo not given)
  1, 1, -2, -8, -5, -1, 0.1
COc1ccc(CN(C)C[C@H]2OCCCC[C@H](C)Oc3ccc(NC(=O)NC4CCCCC4)cc3C(=O)N([C@H](C)CO)C[C@@H]2C)cc1
  -1, 1, -2, 1, -1, 12[16.7 µM], 0.0
COc1cccc(NC(=O)c2ccc3nc(C)c(N(C)Cc4ccc(NC(C)=O)cc4)n3c2)c1
  -3, -2, 2, -6, -2, 5, 1.0
COc1ccc(S(=O)(=O)N(C)C[C@@H]2Oc3c(NC(=O)NC4CCCCC4)cccc3C(=O)N([C@H](C)CO)C[C@@H]2C)cc1
  1, 5, 1, -2, 4, -5[16.7 µM], -0.8
CC(C)(C)OC(=O)N1CCC[C@H]1C(=O)N/N=C/c1cccc2cccnc12
  1, 2, 1, 4, 2, ., 2.4
CC(C)(C)c1ccc(OCCCC(=O)NNC(=O)c2ccccc2O)cc1
  16, -2, -1, -2, 4, 2, 3.5
Cc1ccccc1NC(=O)c1cn2c(nc3ccccc32)c(C#N)c1C
  1, 1, -1, 0, -2, 6, 1.5
COc1ccc(S(=O)(=O)Nc2ccc3c(c2)C(=O)N([C@@H](C)CO)C[C@H](C)[C@H](CN(C)S(C)(=O)=O)OCCCC[C@@H](C)O3)cc1
  -1, -6, 1, -1, -3, 16[16.7 µM], -0.1
O=C(CSc1ccc(-c2ccco2)nn1)c1cccc([N+](=O)[O-])c1
  19, 1, 4, 1, ., -6, .
C[C@H]1CN([C@@H](C)CO)C(=O)c2cc(-c3cccc(F)c3)cnc2O[C@H]1CN(C)Cc1cccnc1
  2, -10, -1, 13, -7, 0[16.7 µM], -2.5
COC(=O)C1C(=O)NCC1c1ccc(OC)cc1 (stereo not given)
  1, 4, -4, ., 0, -3, .
NC(=O)C1(N2CCCCC2)CCN(C(=S)Nc2ccc(F)c(Cl)c2)CC1
  0, -1, 4, -1, -1, ., 2.1
Cc1ccc2nc(NC(=O)C3CSC4(C)CCC(=O)N34)sc2c1 (stereo not given)
  0, 1, -7, 5, -1, ., -0.2
COc1ccc(S(=O)(=O)N[C@H]2CC[C@@H](CC(=O)NCc3ccccc3F)O[C@H]2CO)cc1
  -1, 0, -2, 59*, -9, ., 1.0
CC(C)(C)c1ccc(C(=O)N2CCC(=O)N([C@H](COCc3ccccc3)Cc3ccccc3)CC2)cc1
  2, -5, ., 8, -3, ., -1.3
Cc1ccc(S(=O)(=O)NC2=NCN(CCOC(=O)c3ccccc3)CN2)cc1
  -3, 2, -1, 2, 5, -1, -0.6
O=C(NCc1ccccc1)/C(=C/c1cccc([N+](=O)[O-])c1)NC(=O)c1ccco1
  -1, -3, -4, 15, -2, ., -1.0
CCOC(=O)c1cn2nc(SCc3ccccc3)nc2nc1C
  12, 1, 2, -7, 3, -2, -0.7
C[C@@H]1CCCCO[C@H](CN(C)Cc2ccc(Cl)c(Cl)c2)[C@@H](C)CN([C@H](C)CO)C(=O)c2cc(N(C)C)ccc2O1
  4&3, 2&7, 0&3, -1&0, 3, -1, 2.3&2.9
COc1ccc(CC(=O)OCC(=O)c2c(N)n(C)c(=O)n(C)c2=O)cc1OC
  1, 0, 10, 17, -1, -7, 4.2

Additional structures follow:
Results follow in this order: CASP6 VEID inh, ERp5 inh, ERAP1 HTS inh, DENV2 CPE, SIRT5 block, miR122 inh, F508del corr
Cc1cc(C)n2nc(SCC(=O)N(CC(C)C)c3c(N)n(CC(C)C)c(=O)[nH]c3=O)nc2n1
  0, 0, -2, 0, -4, ., -0.4
COc1ncnc2c1ncn2CCCN1CCN(Cc2cccc3ccccc23)CC1
  -3, -6, 10, 0, 26*, -9, -2.4
Cc1cccc(C(C)C)c1NC(=O)C(C)OC(=O)Cn1cnc2c1c(=O)n(C)c(=O)n2C (stereo not given)
  0, 1, 0, 2, -2, ., 1.1
C[C@H]1CN([C@@H](C)CO)C(=O)c2cc(NC(=O)CCCN(C)C)ccc2O[C@H]1CN(C)S(=O)(=O)c1cn(C)cn1
  -2, 5, 2, 2, 0, -7[16.7 µM], -1.5
COCCCNC(=O)/C(C#N)=C/c1c(N2CCN(c3ccc(OC)cc3)CC2)nc2c(C)cccn2c1=O
  1, 4, -59, ?, -14, 6, 0.1
C[C@H]1CN([C@@H](C)CO)C(=O)Cc2cc(NC(=O)Nc3ccc(C(F)(F)F)cc3)ccc2O[C@H]1CN(C)Cc1ccc(C(F)(F)F)cc1
  -6, 1, 0, -26, 0, 0[16.7 µM], -1.3
Cc1cccc(NC(=O)c2ccc3c(=O)n(CC4CCCO4)c(=S)[nH]c3c2)c1 (stereo not given)
  1, 2, -2, 7, -2, ., -1.6
C/C(=N\Nc1ccc(S(=O)(=O)Nc2ccccc2)cc1[N+](=O)[O-])c1ccncc1
  1, 1, 0, -1, -3, ., -0.7
COc1ccc(CCNC(=O)CSc2nc3scc(-c4ccccc4)c3c(=O)[nH]2)cc1
  -2, -3, 0, 2, -1, -2, 1.5
Cc1c(C(=O)N2CCN(c3ccccn3)CC2)oc2c1C(=O)CC(C)(C)C2
  0, 0, 4, 0, -1, 0, -0.2
COc1ccc(-c2ccc(C3[C@H]4CNC[C@@H]3N4C(=O)Nc3ccc(C(F)(F)F)cc3)cc2)cc1 (stereo not given in full)
  1&-4, 1&3, 2&3, 0&-4, 7&4, ., -0.1&-0.4
